CHRM1 PAM: potentiates human M1 receptor response to acetylcholine; P11229; CHO-K1 hM1, Fluo-8 calcium fluorescence, ACh EC20; 0% = ACh EC20, 100% = maximal ACh; activation, % at 3 µM; 0.088% of 360,000 active; AID 588819; in the data active = activation above about 19%, passing the limit was not always enough
CHRM5 antagonist: antagonists of human muscarinic M5 receptor (CHRM5). AID 624040. inhibition, % at 3 µM. P08912. 0.59% of 360,000 active. CHO-hM5 cells, Fluo-8 calcium fluorescence, ACh EC80;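 active = inhibition above a per-plate cutoff, the mean of that plate's test compounds plus 3 SD, cut at about 27% in these data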;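 note: 0% = acetylcholine EC80 with DMSO and 100% = DMSO without agonist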
TAAR1 agonist: agonists of human TAAR1; 0.99% of 360,000 active; activation, % at 3 µM; CHO RD-HGA16 TAAR1, Fluo-8 calcium fluorescence; vehicle wells 0%, saturating PEA agonist 100%; Q96RJ0;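 active = activation above the mean activation of all test compounds in the run plus 3 SD, cut at about 38% in these data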
Target sequence (Q96RJ0 whole entry, looked up): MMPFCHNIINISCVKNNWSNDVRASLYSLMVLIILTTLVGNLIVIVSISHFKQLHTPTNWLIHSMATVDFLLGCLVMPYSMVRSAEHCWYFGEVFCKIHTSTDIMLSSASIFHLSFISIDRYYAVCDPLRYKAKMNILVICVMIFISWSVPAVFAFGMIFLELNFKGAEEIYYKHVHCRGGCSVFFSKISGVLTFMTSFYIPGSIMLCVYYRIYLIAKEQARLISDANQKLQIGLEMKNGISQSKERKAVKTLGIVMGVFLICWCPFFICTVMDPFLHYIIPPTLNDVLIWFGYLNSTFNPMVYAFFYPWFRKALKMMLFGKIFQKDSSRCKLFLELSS
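Assay system – CHO-derived RD-HGA16 cells with stable Gα16 and human TAAR1 · Compound dosing – one-point dosing at 3 µM (nominal) · Incubation – 17-24 h seeding, 75 min 37 °C dye, 30 min RT · Measured by – kinetic Fluo-8 calcium fluorescence · Control set – DMSO vehicle as 0%, PEA at EC100 as 100% · Repeats – single well for each compound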
CHRM1 antagonist: blocks human M1 muscarinic receptor | 1.3% of 360,000 active | P11229 | inhibition, % at 3 µM | CHO-K1 hM1, Fluo-8 calcium fluorescence, ACh EC80 antagonist;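 active = percent inhibition above its own plate's cutoff, namely the mean of that plate's compound wells plus 3 SD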;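 note: peak over basal fluorescence ratio during 140 s after agonist addition; 0% = ACh EC80 plus DMSO and 100% = DMSO alone without agonist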
CHRM1 agonist: activates human CHRM1 receptor. CHO-K1 hM1, Fluo-8 calcium fluorescence, agonist mode; 0% DMSO, 100% acetylcholine EC100. activation, % at 3 µM. 0.33% of 360,000 active;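 active = activation above the run's mean compound activation plus 3 SD, cut at about 16% in these data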;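 note: peak over basal fluorescence ratio within a 140 s kinetic read after compound addition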
CHRM5 agonist: CHRM5 agonism in calcium assay; activation, % at 3 µM; 0.19% of 360,000 active; CHO-K1 hM5 cells, Fluo-8 calcium fluorescence; 0% DMSO wells, 100% maximal acetylcholine response; P08912;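 active = activation above the run's mean over test compounds plus 3 SD, cut at about 23% in these data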;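 note: signal is peak over basal fluorescence ratio across the kinetic read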
M4 antag: blocks acetylcholine activation of human M4 receptor; P08173; 0.73% of 360,000 active; CHO-hM4 cells, ACh EC80, Fluo-8 calcium fluorescence; inhibition, % at 3 µM; AID 624125;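 active = inhibition above its plate's cutoff, the mean inhibition of sample wells plus 3 SD, cut at about 27% in these data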;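 note: 0% = acetylcholine EC80 with DMSO and 100% = DMSO without agonist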
Target sequence (P08173 whole entry, looked up): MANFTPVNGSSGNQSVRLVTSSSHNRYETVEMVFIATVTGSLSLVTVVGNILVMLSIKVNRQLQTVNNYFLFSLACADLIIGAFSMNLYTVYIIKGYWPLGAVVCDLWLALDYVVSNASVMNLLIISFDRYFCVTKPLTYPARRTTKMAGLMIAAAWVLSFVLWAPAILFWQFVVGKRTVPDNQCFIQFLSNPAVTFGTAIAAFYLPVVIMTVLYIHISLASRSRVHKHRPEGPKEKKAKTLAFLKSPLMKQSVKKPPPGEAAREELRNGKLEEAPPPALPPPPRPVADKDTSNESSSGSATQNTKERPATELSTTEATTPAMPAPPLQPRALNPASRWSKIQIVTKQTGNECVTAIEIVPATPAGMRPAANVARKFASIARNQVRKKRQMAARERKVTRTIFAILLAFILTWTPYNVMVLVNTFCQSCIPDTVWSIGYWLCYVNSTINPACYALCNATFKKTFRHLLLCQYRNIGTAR
M5 PAM: potentiates acetylcholine response at human M5 receptor. 0.3% of 360,000 active. activation, % at 3 µM. CHO-K1 hM5, Fluo-8 calcium, ACh EC20 PAM; 0% = ACh EC20, 100% = ACh EC100;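 active = activation above the run cutoff, the mean activation of all test compounds plus 3 SD, cut at about 18% in these data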
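Test system: CHO-K1 hM5 cells / Doses: single-point, 3 µM nominal / Times: Post-acetylcholine fluorescence recording 140 s / Technique: Fluo-8 calcium fluorescence / Measure: Max/basal fluorescence ratio as % of EC20–EC100 ACh window / Benchmarks: low control EC20 acetylcholine (0%), high control EC100 acetylcholine (100%) / Replicates: one well per compound, no replicates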
M4 ag: agonists of human muscarinic M4 receptor (CHRM4). P08173. CHO-K1 hM4/Gqi5, Fluo-8 calcium fluorescence; vehicle 0%, full acetylcholine response 100%. activation, % at 3 µM. 0.14% of 360,000 active;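 active = activation above the run mean over all test wells plus 3 SD, cut at about 32% in these data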;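 note: peak over basal fluorescence ratio per well then scaled between controls; 0% = DMSO wells and 100% = acetylcholine at EC100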
* marks the source's active call; other numbers are inactive results; · = no result given; & = joins results of further samples. The list is partial. The share of hits here may be higher or lower than overall.

Below each SMILES: CHRM1 PAM	CHRM5 antagonist	TAAR1 agonist	CHRM1 antagonist	CHRM1 agonist	CHRM5 agonist	M4 antag	M5 PAM	M4 ag
> CC(C)c1ccc(NC(=O)C2Cc3c(-c4ccc5c(c4)OCO5)ccnc3O2)cc1 (stereo unspecified)
 : 4	-2	2	-6	-3	-1	-5	-1	1
> CSc1ncccc1C(=O)N(C)CC(=O)Nc1ccc(Cl)c(C(F)(F)F)c1
 : 1	-1	35	1	1	1	-3	-7	10
> O=C(O)CCC(=O)Nc1ccc(C(=O)N2CCCCC2)cc1
 : 3	6	1	-14	-3	-1	-6	-3	1
> C=CCN1C(c2cccc(C(F)(F)F)c2)=CS/C1=C(/C#N)c1nnc(N2CCOCC2)n1-c1ccccc1
 : -5	8	11	-4	-8	-2	1	-5	0
> Cc1ccc(C(=O)N2CCN(S(=O)(=O)c3ccc(C)cc3)CC2)cc1
 : 1	-10	1	-6	-9	-4	-13	5	4
> Cc1ccc2nc(-c3cccc(SC4CCCCC4)c3)c(NC3CCCCC3)n2c1
 : 6	-2&3	5&0	-5	-2	3&3	-3&-7	5&-5	1&0
> Cc1ccc(S(=O)(=O)N2CCN(C(=O)c3ccco3)CC2)cc1C
 : 4	-10	1	-6	-4	0	-11	1	3
> COC(=O)c1cccc(C(=O)N2CCCC(Nc3ccc4c(c3)OCCO4)C2)c1 (stereo unspecified)
 : 6	5	6	-8	-4	0	-8	-1	0
> Cc1cccc(NC(=O)NCCCCc2ccccc2)c1
 : 6	-12	1	-6	-1	-3	0	1	8
> CCc1ccc(S(=O)(=O)NC2CC(C)(C)NC(C)(C)C2)cc1
 : 6	-1	3	-12	-1	0	-5	-4	1
> CN(C)c1nc2n(c(=O)n1)CCO2
 : 2	0	2	-2	-4	2	-4	4	0
> CN(CC(=O)Nc1ccc(F)cc1)C(=O)C1CC(=O)N(Cc2ccccc2)C1 (stereo unspecified)
 : 5	0	4	-3	-2	-3	10	2	1
> CN1OC[C@@H]2CN(Cc3cc(Cl)cc(Cl)c3)[C@H](c3cccc(-c4ccc(C#N)cc4)c3)C[C@@H]21
 : 7	0	0	-13	-1	1	9	-1	0
> CC1(C(=O)N2CCN(c3ccccc3)CC2)CC1(Cl)Cl (stereo unspecified)
 : 11	7	1	-11	-4	1	-7	-2	1
> COc1cccc(/C=C(\C)C(=O)c2c(C)cc(C)[nH]c2=O)c1OC
 : 13	13	6	-13	-2	-1	6	1	1
> CCNC(=O)N1CCNC(=O)C1CC(=O)OC (stereo unspecified)
 : 5	3	3	-12	-3	0	2	-4	0
> CC(=O)c1ccc(S(=O)(=O)NC2CCSc3ccccc32)cc1 (stereo unspecified)
 : 2	15	1	-13	-2	1	3	-6	9
> CCOc1cc(N2CCOCC2)c(OCC)cc1NC(=O)COc1cccc(Cl)c1
 : 13	-2	1	-13	-2	-4	-10	4	2
> Cc1ccccc1CC(=O)OCC(=O)Nc1ccc(C)c(S(=O)(=O)N2CCCCC2)c1
 : -1	22	3	2	-4	-2	6	-22	16
> O=C(N[C@@H](CO)C(=O)NCc1ccccc1)c1ccc(C(F)(F)F)cc1
 : -1	10	3	9	-3	0	5	1	2
> Cc1ccc(C2=CC(C)(c3ccc(C)cc3)Nc3nc(C(F)(F)F)nn32)cc1 (stereo unspecified)
 : -25	4	-1	18	-10	-6	3	-10	0
> COc1ccc(NC(=O)c2cccc(Oc3ccc([N+](=O)[O-])cc3Cl)c2)cc1
 : -11	3	2	22	-8	-4	-1	-13	4
> Cc1cc(C)n(CCc2nc(-c3ccc(F)cc3)cs2)n1
 : 6	-2	6	-8	-7	-1	2	0	3
> CCN(Cc1ccccc1)C(=O)CCCOc1ccccc1
 : 4	1	5	-25	0	-2	1	-1	1
> CN(C(=O)c1cccc(NC(=O)Cc2ccc(NC(=O)C3CCCN(C(=O)c4ccccc4)C3)cc2)c1)C1CCC1 (stereo unspecified)
 : 0	-2	0	1	-5	-1	13	3	-2
> O=C(C1=C[C@H](C2CCCCC2)C[C@H](OCc2ccc(CO)cc2)O1)N1CCN(Cc2ccccc2)CC1
 : -3	7	15	3	-4	-2	9	0	1
> Cc1cc2c(=O)oc(-c3ccccc3Br)nc2s1
 : -9	13	-2	17	-3	-5	7	-19	9
> COC(=O)c1ccc(C)c(-n2c(C)cc(C=O)c2C)c1
 : 7	-2	6	-3	-8	1	-3	-5	1
> CN(C)/C=C(\C#N)C(N)=C(C#N)C#N
 : 4	3	5	-3	-2	-2	4	4	2
> O=C(c1ccco1)N1CCN(S(=O)(=O)c2ccc(S(=O)(=O)NC3CC3)cc2)CC1
 : 9	0	20	-17	-3	2	1	4	2

Brought forward from above: five entries, then new ones.
Below each SMILES: CHRM1 PAM	CHRM5 antagonist	TAAR1 agonist	CHRM1 antagonist	CHRM1 agonist	CHRM5 agonist	M4 antag	M5 PAM	M4 ag
> O=C(C1=C[C@H](C2CCCCC2)C[C@H](OCc2ccc(CO)cc2)O1)N1CCN(Cc2ccccc2)CC1
 : -3	7	15	3	-4	-2	9	0	1
> Cc1cc2c(=O)oc(-c3ccccc3Br)nc2s1
 : -9	13	-2	17	-3	-5	7	-19	9
> COC(=O)c1ccc(C)c(-n2c(C)cc(C=O)c2C)c1
 : 7	-2	6	-3	-8	1	-3	-5	1
> CN(C)/C=C(\C#N)C(N)=C(C#N)C#N
 : 4	3	5	-3	-2	-2	4	4	2
> O=C(c1ccco1)N1CCN(S(=O)(=O)c2ccc(S(=O)(=O)NC3CC3)cc2)CC1
 : 9	0	20	-17	-3	2	1	4	2
> Cc1cc(NC(=O)c2cc(-c3ccccc3)on2)n(-c2ccccc2)n1
 : 9	-3	-4	-8	-5	0	0	0	-1
> CCc1ccc(C(C)NC(=O)Cc2ccc(F)cc2)cc1 (stereo unspecified)
 : 7	-13	1	-2	-13	3	-4	2	-1
> COc1cccc2sc3ccc(C#CC4(N)CCCCC4)cc3c(=O)c12
 : 1	0	18	-2	-4	-1	-15	-1	12
> CC(C)(C)NC(=O)C1CC(=O)OC12CCCCC2 (stereo unspecified)
 : 0	-3	8	1	-2	-2	-3	-2	1
> O=S(=O)(N/N=C\c1c(F)cccc1Cl)c1ccc(Cl)cc1
 : 1	7	3	-18	-3	-2	5	-6	0
> O=C(CCS(=O)(=O)c1ccc(Br)cc1)NCc1cccs1
 : 1	4	7	-36	-2	-4	12	-5	1
> O=C(NC(=S)Nc1ccccc1N1CCOCC1)c1ccccc1F
 : 3	-6	2	0	-1	3	-3	1	2
> CC(=O)c1cccc(NC(=O)C(OC(=O)c2cccs2)c2ccccc2)c1 (stereo unspecified)
 : 6	3	0	-7	-7	-1	-10	-2	1
> Cc1ccc(S(=O)(=O)N(C)c2nc3ccccc3n3c(C(C)C)nnc23)cc1
 : 10	6	-1	-4	-2	-6	-10	5	7
> CC(C)N1CCc2c(sc(NC(=O)CCS(=O)(=O)c3ccccc3)c2C#N)C1
 : 8	8	0	-5	-7	-5	-8	-4	2
> CCS(=O)(=O)Nc1ccc(C2=NN(C(=O)c3ccco3)C(c3cccs3)C2)cc1 (stereo unspecified)
 : 7	-8	-1	-4	-2	2	-4	4	0
> CC(C)(C)c1n[nH]c(=S)n(/N=C/c2cccs2)c1=O
 : 9	-7	-1	-10	-5	-1	3	0	0
> CC1CCN(C(=O)CSc2ccc(-c3ccccc3)nn2)CC1
 : -2	-8	1	7	-5	1	5	7	1
> CC(=O)Nc1ccc(N2C(=O)CC(N3CCSCC3)C2=O)cc1 (stereo unspecified)
 : 16	1	0	-3	-7	0	-2	4	0
> CCOC(=O)[C@]12CCC=C1N(CCC1=CCCCC1)C(=O)[C@H](CC(=O)NCC1CCCCC1)C2
 : ·	-9	0	·	·	-1	-17	-3	-1
> CCC(=O)Nc1c2c(nn1-c1ccc([N+](=O)[O-])cc1)CS(=O)(=O)C2
 : -1	15	2	9	-3	0	4	-1	1
> Cc1cc(C)cc(OCC(O)CN2CCN(Cc3ccc4c(c3)OCO4)CC2)c1 (stereo unspecified)
 : -5	-5	5	-4	-16	-4	2	-3	4
> Cc1ccc(C2(C)NC(=O)N(CC(=O)Nc3ccc4[nH]c(=O)[nH]c4c3)C2=O)cc1 (stereo unspecified)
 : 9	7	5	-13	-1	0	3	2	0
> O=C(CSc1nnnn1-c1ccccc1)Nc1ncc2c(n1)CC(c1ccco1)CC2=O (stereo unspecified)
 : -4	8	5	13	1	8	12	-17	11
> CSc1ncccc1C(=O)N1CCN(S(=O)(=O)c2ccccc2)CC1
 : -1	4	0	7	-3	2	-5	2	1
> CN1C(=O)[C@@](O)(c2cn(C)c3ccccc23)c2ccccc21
 : ·	5	-1	·	·	0	0	1	2
> CN(Cc1nc(Cc2cccc(F)c2)no1)CC1CCOCC1
 : 2	4	2	-2	-5	-6	-15	2	2
> CC1CC(C)CN(CCOc2ccc(Br)cc2)C1 (stereo unspecified)
 : -10	3	5	0	-7	-5	6	0	0
> Cc1occc1-c1nnc(SCC(=O)N(C)c2ccccc2)n1C
 : 6	-4	1	-6	-3	2	-5	6	1
> O=C(N[C@H]1c2ccccc2C[C@H]1O)[C@H]1O[C@@H](n2ccc(=O)[nH]c2=O)[C@H](O)[C@@H]1O
 : 6	-4	1	-27	-1	2	-3	8	1
> Cc1ccc(C)c(S(=O)(=O)N2CCCC2CNC(=O)C(=O)NC2CC2)c1 (stereo unspecified)
 : 10	1	2	-13	0	2	-12	-4	2
